Lung fibro prol – antiproliferative effect on LL 47 fibroblasts – human, LL 47 cells, CellTiter-Glo luminescence, primary screen; AID 719, 2007; hit rate 1.1% among 85,000; LL 47 human lung fibroblast viability, ATP luminescence; stronger effect = lower value; viability, % at 10 µM;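 active = viability at or below 50% in the single dose screen; inactive = viability above 50%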;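 note: compound exposure lasted 72 h before the ATP readout; 100% = median luminescence of untreated cell-only wells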
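material = human LL 47 lung fibroblast cells | dosing = compounds added from tenfold dosing solution, 0.1% DMSO final | timing = overnight cell rest, 72 h compound treatment at 37 °C | measured by = CellTiter-Glo luminescence measuring cellular ATP | evaluation = % viability versus median cells-only luminescence | control set = cell-only wells, no compound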
DAT uptake mod – changed hDAT dopamine uptake under cocaine IC80, either direction, primary screen, cocaine antagonist project, cell-based, LLC-PK1 hDAT, [14C]-dopamine uptake, MLSMR; Sodium-dependent dopamine transporter (Homo sapiens), Q01959; LLC-PK1 hDAT cells, [14C]-dopamine uptake with cocaine IC80; actives deviate in either direction; B-score at 10 µM; hit rate 1.3% among 110,000; AID 449768, 2010;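 active = Z score or B-score, a plate-position-corrected score, falls beyond the plate's 99.7% confidence bounds, in either direction; inactive = both scores lie inside the 99.7% bounds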;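 note: scored against the spread of the other compound wells on the same plate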
Target sequence (Q01959 whole entry, looked up): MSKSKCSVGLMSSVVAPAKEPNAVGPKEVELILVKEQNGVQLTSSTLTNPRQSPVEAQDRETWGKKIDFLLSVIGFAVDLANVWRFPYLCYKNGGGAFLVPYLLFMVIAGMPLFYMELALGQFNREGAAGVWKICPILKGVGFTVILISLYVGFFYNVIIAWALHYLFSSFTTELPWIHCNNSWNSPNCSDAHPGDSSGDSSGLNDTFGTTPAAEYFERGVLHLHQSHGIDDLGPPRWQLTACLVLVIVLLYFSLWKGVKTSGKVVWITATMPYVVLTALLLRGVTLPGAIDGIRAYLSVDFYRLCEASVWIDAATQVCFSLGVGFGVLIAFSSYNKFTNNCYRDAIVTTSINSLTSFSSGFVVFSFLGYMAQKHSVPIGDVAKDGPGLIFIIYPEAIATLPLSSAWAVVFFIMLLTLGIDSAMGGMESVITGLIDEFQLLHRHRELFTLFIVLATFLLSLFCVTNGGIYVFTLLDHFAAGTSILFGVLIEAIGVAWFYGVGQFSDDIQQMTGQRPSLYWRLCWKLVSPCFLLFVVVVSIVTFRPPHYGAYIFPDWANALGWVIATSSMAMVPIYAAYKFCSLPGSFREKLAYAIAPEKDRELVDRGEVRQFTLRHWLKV
H69AR growth 86K – proliferation blockers of H69AR lung cancer cells, primary screen, cell-based, human, 86K library. H69AR lung tumor viability, ATP luminescence, 72 h; stronger effect = lower value. viability, % at 10 µM. hit rate 6% among 85,000;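 active = viability at or below 40%; inactive = viability above 40%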;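 note: multidrug resistant small cell line overexpressing MRP-1 efflux transporter; 100% = mean luminescence of untreated control wells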
HUVEC prolif 384 – inhibitors of HUVEC proliferation, primary screen, cell-based, 384-well. CellTiter-Glo luminescence, 72 h; stronger effect = lower value. viability, % at 10 µM (by protocol). hit rate 1.1% among 86,000. AID 648, 2007;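 active = viability at or below 30%; inactive = viability above 30%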;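 note: 100% = median luminescence of DMSO-only cell control wells on each plate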
S1P2 ag – S1P2 receptor agonists, primary screen, cell-based; Sphingosine 1-phosphate receptor 2 (Homo sapiens), O95136; S1P2-expressing cell line, agonist reporter read-out; activation, % at 4.5 µM; hit rate 0.46% among 97,000; in the data active = activation above about 16%;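 note: 0% = vehicle low control and 100% = maximal reference agonist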
Target sequence (O95136 whole entry, looked up): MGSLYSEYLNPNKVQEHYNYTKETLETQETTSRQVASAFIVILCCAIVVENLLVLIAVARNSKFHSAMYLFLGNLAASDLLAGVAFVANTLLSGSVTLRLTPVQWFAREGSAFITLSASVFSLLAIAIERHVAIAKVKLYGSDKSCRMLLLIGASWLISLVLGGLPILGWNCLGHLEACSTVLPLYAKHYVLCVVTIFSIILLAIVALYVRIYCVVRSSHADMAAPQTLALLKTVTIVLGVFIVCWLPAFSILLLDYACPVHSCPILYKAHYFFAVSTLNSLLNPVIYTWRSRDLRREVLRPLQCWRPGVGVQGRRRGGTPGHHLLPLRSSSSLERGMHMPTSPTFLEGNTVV
PostGolgi ctrl – growth inhibition of yeast control strain, primary screen, counter-screen for post-Golgi transport modulator project; efflux-deficient yeast background strain, growth absorbance A615, 16 h; inhibition, % at 10 µM; hit rate 5% among 98,000
S1P2 blocker – human S1P2 receptor antagonists, primary screen, cell-based; cell-based S1P2 antagonist assay, inhibition at 5 uM; hit rate 0.21% among 97,000; inhibition, % at 5 µM; Sphingosine 1-phosphate receptor 2 (Homo sapiens), O95136; AID 736, 2007; in the data active = inhibition above about 45%;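 note: CRE beta-lactamase reporter cells expressing human S1P2 stimulated with S1P; 0% = agonist at EC80 alone and 100% = agonist plus reference antagonist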
E coli WT exp – growth inhibitors of wild-type E. coli, primary screen, strain BW25113, expanded library, OD600; OD600 absorbance; growth inhibition, % at 100 µM; hit rate 0.15% among 98,000; AID 710, 2007;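 active = growth inhibition above about 50% at one test dose, limit read from the data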;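 note: growth measured after 20 h incubation at 37 °C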
PostGolgi yeast – phenotypic screen on post-Golgi transport, primary screen; inhibition, % at 10 µM; post-Golgi transport phenotypic cell assay; hit rate 0.9% among 98,000;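 note: yeast cells grown in 1536-well plates; yeast grown about 18 h at 30C before absorbance read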
Starred values were filed as active, the others as inactive; . = not tested or not shown. Cut-off read from the data, not from the text of the source, unless noted: active = inhibition above about 30%; inactive = the rest.

SMILES	Lung fibro prol	DAT uptake mod	H69AR growth 86K	HUVEC prolif 384	S1P2 ag	PostGolgi ctrl	S1P2 blocker	E coli WT exp	PostGolgi yeast
Cn1c(CS(=O)Cc2c(Cl)cccc2Cl)nnc1SCc1c(Cl)cccc1Cl (configuration not stated)	.	0.86	.	.	-3	-2	-4	-8	9
O=c1[nH]c(CO)nc2c1oc1ccccc12	.	0.14	.	.	-4	10	-19	-5	29
CC1=C(C(=O)OC2CCCC2)C(c2ccc(C)o2)C2=C(CC(c3cccs3)CC2=O)N1 (configuration not stated)	85	0.37	35*	93	-8	22	-19	-5	4
Cn1nnnc1SCC(=O)Nc1ccccc1[N+](=O)[O-]	.	-0.45	.	.	-4	3	23	3	4
COC(=O)C1=C(C)NC(C)=C(C(=O)OC)C1C(=O)OCCN1C(=O)c2ccccc2C1=O	.	-0.47	99	102	-1	16	-26	1	1
Cc1cc(NC(=O)Nc2cccc(C(F)(F)F)c2)no1	99	-0.57	98	87	-5	20	-13	4	8
O=C(Nc1cccc(C(F)(F)F)c1)C1CCCCC1	103	0.24	70	114	-2	1	-12	13	-8
CCNC(=O)NC(=O)C(C)Oc1ccc(C(=O)OC)cc1 (configuration not stated)	97	-0.93	96	99	-6	19	-12	-2	-1
CC1=N/C(=C/c2ccc([N+](=O)[O-])cc2)C(=O)N1c1ccc(Cl)cc1Cl	92	-0.43	59	81	-4	7	-2	-5	-5
Cc1cc(C)cc(N(CC(=O)N2CCOCC2)S(=O)(=O)c2ccccc2)c1	101	-0.047	90	98	0	.	-26	.	.
CCN(CC)c1cc(C)c2cc(NC(=O)c3ccc(Br)o3)ccc2n1	90	0.82	58	28*	-6	6	3	2	-11
CCN(CC)S(=O)(=O)c1ccc2c(c1)c(=O)c(C(=O)N1CCOCC1)cn2C	95	-1.8	95	78	.	11	.	-7	0

The closing two records of the section above open the next one.
SMILES	Lung fibro prol	DAT uptake mod	H69AR growth 86K	HUVEC prolif 384	S1P2 ag	PostGolgi ctrl	S1P2 blocker	E coli WT exp	PostGolgi yeast
CCN(CC)c1cc(C)c2cc(NC(=O)c3ccc(Br)o3)ccc2n1	90	0.82	58	28*	-6	6	3	2	-11
CCN(CC)S(=O)(=O)c1ccc2c(c1)c(=O)c(C(=O)N1CCOCC1)cn2C	95	-1.8	95	78	.	11	.	-7	0
COc1ccc(CN(C(=O)c2ccco2)c2ccc(C)cc2)cc1OC	91	0.77	94	105	-4	22	-4	9	1
CCS(=O)(=O)N1CCCC(C(=O)NCCN(C)Cc2ccccc2)C1 (configuration not stated)	88	-2.3	99	89	-3	4	8	6	4
CCC12CN3CC(CC)(CN(C1)C3c1ccccc1Cl)C2O (configuration not stated)	99	-0.34	97	87	-6	-8	6	0	-7
CCOC(=O)CN(C(=O)CSc1nnc(-c2ccc(OC)c(OC)c2)o1)c1ccc(F)cc1	96	0.025	52	105	-5	0	-33	-10	6
CC1CN(C(=O)c2c([N+](=O)[O-])cnn2C)CC(C)O1 (configuration not stated)	.	-0.48	.	.	-1	-6	-9	5	3
COc1cc2c(cc1OC)C(C(=O)NCC1COc3ccccc3O1)C(c1cccnc1)N(C)C2=O (configuration not stated)	105	-0.19	98	95	.	2	.	-5	-12
CCC(C)N1C(=O)S/C(=C/c2ccc(Sc3nc4ccccc4[nH]3)o2)C1=O (configuration not stated)	.	0.23	.	.	-7	19	15	-1	20
Clc1ccc(-n2nnnc2CN2CCOCC2)cc1	.	-0.51	.	.	-7	-9	-18	-3	-8
C/C(=N\NC(=O)c1csc(C)c1C)c1ccc(Cl)s1	.	1.4	.	.	-5	14	-1	-3	-7
COc1ccc(/C=N/OCc2nc3c4c(ncn3n2)Oc2ccc3ccccc3c2C4c2ccccc2)cc1 (configuration not stated)	.	0.28	.	.	-1	0	-2	-18	0
Cc1ccc2nc(-c3ccncc3)cc(-c3ccccc3)c2c1	.	-0.17	.	.	-4	42*	-3	-8	7
COc1ccccc1N1CCN(S(=O)(=O)/C=C/c2ccccc2)CC1	93	-0.29	88	94	1	2	-8	-18	-5
CCCn1c2ccccc2c2nnc(SC(CC)C(=O)Nc3sc4c(c3C#N)CCCC4)nc21 (configuration not stated)	.	-0.015	.	.	-2	2	-23	-13	-2
COc1ccc(CCNC(=O)c2[nH]c(C)c(C(C)=O)c2C)cc1	103	-0.16	89	108	-3	7	-15	8	1
Cc1ccc(CCN2CC(C(=O)NCCN3CCCCCC3)CC2=O)cc1 (configuration not stated)	107	-0.23	98	96	-6	2	4	3	0
CNS(=O)(=O)c1cnccc1N1CCN(c2cccc(C)c2)CC1	.	.	.	.	-1	2	-6	2	-3
O=C(COC(=O)C1=COCCO1)NCCCc1ccccc1	90	-0.81	94	95	-5	0	-20	0	12
Cc1nc2ccccc2n1CC(=O)NCc1ccccc1	106	0.074	103	102	-5	0	20	22	3
CCc1cccc(NC(=O)NC2CCCCC2)c1	93	0.74	78	102	-5	11	-9	-1	-8
Cc1cc(C(=O)CSc2nnc(-c3ccccc3)o2)c(C)n1CC1COc2ccccc2O1 (configuration not stated)	103	-0.38	71	66	-5	25	7	-1	9
O=S(=O)(Cc1ccccc1)N1CCCCCC1	95	-0.26	106	94	-3	8	-4	4	8
COc1ccc(-c2nc(C#N)c(NCc3ccccc3Cl)o2)cc1OC	93	-0.033	5.7*	59	8	5	-34	-7	14
CCN1CC2CCCC3(C1)C(=O)NC1(CCCCC1)N=C23 (configuration not stated)	98	-0.14	89	88	-4	1	-12	9	10
CCCSc1nnc(-c2cccc(S(=O)(=O)N(C)C)c2)n1-c1cc(OC)ccc1OC	85	0.39	81	100	1	1	-14	-5	-7
CN(C)S(=O)(=O)Oc1ccsc1C(=O)Nc1ccc(Cl)cc1	.	0.32	.	.	1	4	4	-8	-2
N/C(=N\OC(=O)c1ccc2c(c1)OCO2)c1ccc(Cl)cc1	.	0.066	.	.	-6	17	9	4	-4
Cc1nccn1Cc1cccc2ccccc12	108	.	87	102	-5	4	-4	3	7
Nc1nnc(C(=O)c2ccccc2N)s1	102	-1.1	90	100	-4	.	3	.	.
COc1cccc(NC(=O)CCN2CCN(c3ccccc3F)CC2)c1	99	0.0096	88	96	-4	12	-11	12	0
CCOC(=O)CCCNC(=O)CCNC(=O)c1ccc(OC)cc1	97	-0.15	91	102	-9	4	8	9	12
O=c1c(F)cn(C2CCCO2)c(=O)n1Cc1ccccc1F (configuration not stated)	99	0.69	96	97	-3	1	6	-5	5
O=C(C1CCCCC1)N1CCN(S(=O)(=O)c2ccc(Br)cc2)CC1	94	-0.45	75	101	-5	2	-1	10	1
CCOC(=O)c1cc(CC)sc1NC(=O)c1cc(OCC)c(OCC)c(OCC)c1	89	0.39	84	94	-2	8	4	-13	-17
CCOC(=O)C(=O)Nc1ccc(S(=O)(=O)N2CCOCC2)cc1OC	.	0.68	.	.	-3	19	-12	-4	23
CCc1ccc(NC(=O)CSc2nnc(Cc3cccn3C)n2-c2ccc(OC)cc2)cc1	90	2.2	76	89	-7	2	-2	-18	-2
CCOCc1nnc(NC(=O)COC)s1	101	-0.89	83	101	.	6	.	4	-1
Cc1nc(C)c(C(=O)Nc2ccc(C)c(F)c2)o1	101	-0.29	91	93	0	-4	-19	5	-5
CN(C)/C=C1\C(=O)Nc2ccccc21	94	-0.1	97	88	-5	-15	7	6	-9
COc1ccc(OCCOCC(O)CN2CCOCC2)cc1 (configuration not stated)	97	-0.27	93	100	-4	-4	2	2	-5
CC1CN(c2cc(-c3ccccc3)c3ccccc3n2)CC(C)O1 (configuration not stated)	102	-0.11	84	115	2	25	-19	-9	13
CCN1C(=O)/C(=C2/C=Cc3ccccc3N2C)OC1=S	91	-1.3	28*	88	-3	27	-22	-4	-4
O=C(O)CCN1C(=O)/C(=C/c2ccc(-c3nc4ccccc4s3)o2)SC1=S	.	.	.	.	-3	8	18	2	2
COc1ccc(CN(C)C2CCCCC2)cc1	102	-0.11	86	102	-8	2	17	1	-8
CCO/C(C)=C1\N=C(c2ccc(Cl)cc2)OC1=O	.	.	.	.	-5	2	7	-3	4
O=C(Nc1ccccc1C(=O)Nc1ccc2c(c1)OCO2)c1ccco1	90	-0.2	34*	77	-3	10	9	-7	-3
CCOC(=O)N1CCC(NC(=O)c2ccc(OC)c(CN3CC(=O)N4CCCC4C3=O)c2)CC1 (configuration not stated)	102	-0.5	105	105	-5	-5	-5	3	-2
Cn1c(SCC(=O)Nc2ccc(N3CCOCC3)cc2)nnc1-c1ccccc1	105	0.49	86	15*	-4	5	-16	-2	-1
Cc1ccc2cc(CCNS(=O)(=O)c3ccc(F)cc3)c(=O)[nH]c2c1	94	0.63	95	94	.	1	.	3	-10

Ordered by heavy-atom count (lowest first): three of the compounds above.
SMILES	Lung fibro prol	DAT uptake mod	H69AR growth 86K	HUVEC prolif 384	S1P2 ag	PostGolgi ctrl	S1P2 blocker	E coli WT exp	PostGolgi yeast
CCO/C(C)=C1\N=C(c2ccc(Cl)cc2)OC1=O	.	.	.	.	-5	2	7	-3	4
COc1ccc(OCCOCC(O)CN2CCOCC2)cc1 (configuration not stated)	97	-0.27	93	100	-4	-4	2	2	-5
CCOC(=O)N1CCC(NC(=O)c2ccc(OC)c(CN3CC(=O)N4CCCC4C3=O)c2)CC1 (configuration not stated)	102	-0.5	105	105	-5	-5	-5	3	-2

Following part
SMILES	Lung fibro prol	DAT uptake mod	H69AR growth 86K	HUVEC prolif 384	S1P2 ag	PostGolgi ctrl	S1P2 blocker	E coli WT exp	PostGolgi yeast
O=C(COC(=O)c1ccccn1)Nc1cc(Cl)ccc1Cl	98	-1.6	92	90	.	0	.	2	0
CC(=O)N1C(=O)N(C)C2C1N(C(C)=O)C(=O)N2C (configuration not stated)	102	-0.76	96	96	-3	0	2	-1	7
CN(C)/C=C/C(=O)c1nnn(C2CCCCC2)c1NC1CCCCC1	.	1.5	.	.	-2	31*	6	5	-6
CCN(CC)S(=O)(=O)c1cccc(C(=O)Nc2nncs2)c1	103	0.15	86	90	.	6	.	1	4
CCCCCCSC1=C(C#N)C(c2ccc(C)o2)CC(=O)N1 (configuration not stated)	92	-0.29	85	86	-9	26	-17	-6	21
COc1ccc(CNC(=O)c2sc(=S)n(-c3ccc(OC)cc3)c2N)cc1	97	-1.8	84	87	-7	5	9	-7	-6
O=C(NC1CC2CCC(C1)N2C(=O)NC1CCCCC1)NC12CC3CC(CC(C3)C1)C2 (configuration not stated)	95	-0.4	101	107	.	.	.	.	.
CCOCCCNC(=O)c1ccc(CS(=O)(=O)Cc2ccc(C)cc2)o1	98	0.95	99	99	-3	10	15	-3	5
O=C(COc1ccc(-c2nnco2)cc1)NC1CCCc2ccccc21 (configuration not stated)	98	1.8	84	103	.	-8	.	-1	-12
CCOC(=O)Cn1nc(C)n(-c2ccccc2)c1=O	.	-1.3	.	.	-6	-3	4	-3	-2
CC(C)(C)C(=O)Oc1cc(N)n(S(=O)(=O)c2ccc(F)cc2)n1	107	-1.1	94	102	-8	-1	1	0	-7
Cc1cc(C)nc(SCCS(=O)(=O)Cc2ccccc2)n1	123	-0.15	92	103	-5	-1	14	4	-2
O=C(NCc1cccs1)C1CCN(C(=O)NCc2ccccc2)CC1	72	-0.05	100	106	-4	.	-4	.	.
CCc1nnc(NC(=O)c2ccc(OC)cc2OC)s1	.	0.25	.	.	-5	7	5	-5	-7
O=C(NCCc1ccccc1)C(=O)NN=C1CCCC1	.	.	.	.	-2	3	23	21	-9
O=C(NCCO)c1cc2ccccc2c(=O)s1	102	1	102	94	-3	4	2	15	8
CCOc1ccc(C(=O)NCCN(C)C)cc1	94	1.4	.	96	-4	7	15	4	-1

Screening data deposited in PubChem by several laboratories.
